Screening results from PubChem BioAssay.
CHRM1 PAM: potentiates human M1 receptor response to acetylcholine; CHO-K1 hM1, Fluo-8 calcium fluorescence, ACh EC20; 0% = ACh EC20, 100% = maximal ACh; activation, % at 3 µM; hit rate 0.088% among 360,000; P11229; AID 588819; in the data active = activation above about 19%, passing the limit was not always enough
Target sequence (P11229 whole entry, looked up): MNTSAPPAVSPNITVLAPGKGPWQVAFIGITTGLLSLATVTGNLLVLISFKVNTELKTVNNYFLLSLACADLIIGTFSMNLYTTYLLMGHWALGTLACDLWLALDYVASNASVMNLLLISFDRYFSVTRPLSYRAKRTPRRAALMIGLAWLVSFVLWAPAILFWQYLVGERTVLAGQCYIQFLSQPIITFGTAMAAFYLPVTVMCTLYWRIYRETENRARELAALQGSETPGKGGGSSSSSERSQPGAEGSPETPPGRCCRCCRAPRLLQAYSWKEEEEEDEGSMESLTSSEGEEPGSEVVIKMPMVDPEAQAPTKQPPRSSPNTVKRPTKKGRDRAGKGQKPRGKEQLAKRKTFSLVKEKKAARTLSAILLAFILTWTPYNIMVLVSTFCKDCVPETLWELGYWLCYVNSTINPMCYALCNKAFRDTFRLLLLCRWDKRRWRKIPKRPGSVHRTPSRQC
CHRM5 PAM: CHRM5 positive allosteric modulation; CHO-K1 hM5, Fluo-8 calcium, ACh EC20 PAM; 0% = ACh EC20, 100% = ACh EC100; activation, % at 3 µM; hit rate 0.3% among 360,000; AID 624038;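 active = activation above the run cutoff, the mean activation of all test compounds plus 3 SD, cut at about 18% in these data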
Target sequence (P08912 whole entry, looked up): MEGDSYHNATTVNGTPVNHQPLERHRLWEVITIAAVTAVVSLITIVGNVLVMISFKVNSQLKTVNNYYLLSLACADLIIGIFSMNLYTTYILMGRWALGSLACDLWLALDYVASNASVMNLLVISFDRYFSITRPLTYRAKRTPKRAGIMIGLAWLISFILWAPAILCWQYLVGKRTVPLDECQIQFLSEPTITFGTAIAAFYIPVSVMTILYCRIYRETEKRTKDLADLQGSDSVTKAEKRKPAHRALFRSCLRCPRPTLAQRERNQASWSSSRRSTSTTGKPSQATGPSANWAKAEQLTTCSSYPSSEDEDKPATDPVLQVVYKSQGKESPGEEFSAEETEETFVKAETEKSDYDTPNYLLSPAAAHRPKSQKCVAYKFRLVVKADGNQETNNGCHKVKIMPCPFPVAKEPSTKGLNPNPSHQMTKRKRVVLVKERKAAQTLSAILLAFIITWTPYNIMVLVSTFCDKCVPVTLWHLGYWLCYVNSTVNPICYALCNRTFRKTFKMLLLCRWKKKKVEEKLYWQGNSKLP
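Assay system: CHO-K1 hM5 cells / Incubation: Fluo-8 loading 80 min at 37 °C plus 30 min room temperature / Technique: Fluo-8 calcium dye fluorescence, kinetic read / Repeats: single replicate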
CHRM1 antagonist: antagonists of human M1 muscarinic receptor | AID 588852 | CHO-K1 hM1, Fluo-8 calcium fluorescence, ACh EC80 antagonist | inhibition, % at 3 µM | P11229 | hit rate 1.3% among 360,000;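 active = percent inhibition above its own plate's cutoff, namely the mean of that plate's compound wells plus 3 SD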;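 also: peak over basal fluorescence ratio during 140 s after agonist addition; 0% = ACh EC80 plus DMSO and 100% = DMSO alone without agonist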
M4 PAM: potentiates acetylcholine response at human M4 receptor. P08173. hit rate 0.4% among 360,000. CHO-K1 hM4/Gqi5, Fluo-8 calcium fluorescence, ACh EC20; 0% = ACh EC20, 100% = maximal ACh. activation, % at 3 µM;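 active = activation above its plate's cutoff, the mean activation of sample wells plus 3 SD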; also: some results filed as inactive read as strong as hits
M5 ag: CHRM5 agonism in calcium assay; hit rate 0.19% among 360,000; activation, % at 3 µM; AID 624037; CHO-K1 hM5 cells, Fluo-8 calcium fluorescence; 0% DMSO wells, 100% maximal acetylcholine response;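 active = activation above the run's mean over test compounds plus 3 SD, cut at about 23% in these data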;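 also: signal is peak over basal fluorescence ratio across the kinetic read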
CHRM4 agonist: CHRM4 agonism in calcium assay; P08173; CHO-K1 hM4/Gqi5, Fluo-8 calcium fluorescence; vehicle 0%, full acetylcholine response 100%; activation, % at 3 µM; hit rate 0.14% among 360,000; AID 624127;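 active = activation above the run mean over all test wells plus 3 SD, cut at about 32% in these data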;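 also: peak over basal fluorescence ratio per well then scaled between controls; 0% = DMSO wells and 100% = acetylcholine at EC100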
CRFBP-R2 agonist: agonists of human CRF-binding protein/CRF-R2 receptor complex; activation, % at 13.2 µM; HEK293 CRF-R2/CRF-BP, calcium dye fluorescence (FLIPR); percent of saturating CRF peptide response; AID 588473; hit rate 0.46% among 350,000;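 active = activation of at least 50%, plus an integration ratio under a set limit after plate pattern correction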;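 also: plate controls were neutral control wells without compound for no effect and CRF at EC100 for full effect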
M4 antag: blocks acetylcholine activation of human M4 receptor; P08173; CHO-hM4 cells, ACh EC80, Fluo-8 calcium fluorescence; inhibition, % at 3 µM; hit rate 0.73% among 360,000; AID 624125;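 active = inhibition above its plate's cutoff, the mean inhibition of sample wells plus 3 SD, cut at about 27% in these data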;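 also: 0% = acetylcholine EC80 with DMSO and 100% = DMSO without agonist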
CHRM5 antagonist: CHRM5 antagonism in calcium assay. inhibition, % at 3 µM. CHO-hM5 cells, Fluo-8 calcium fluorescence, ACh EC80. AID 624040. P08912. hit rate 0.59% among 360,000;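 active = inhibition above a per-plate cutoff, the mean of that plate's test compounds plus 3 SD, cut at about 27% in these data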;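 also: 0% = acetylcholine EC80 with DMSO and 100% = DMSO without agonist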
* hit, by the source's call; x = no result given.

SMILES	CHRM1 PAM	CHRM5 PAM	CHRM1 antagonist	M4 PAM	M5 ag	CHRM4 agonist	CRFBP-R2 agonist	M4 antag	CHRM5 antagonist
Cc1cc(C)c(S(=O)(=O)N2CCCCC2)c(C)c1N(C)S(=O)(=O)c1ccc(Cl)cc1	1	-3	-8	-13	-5	-1	-2.0	-4	0
CCn1c(=O)ccc2cc([N+](=O)[O-])ccc21	3	-1	5	-10	-2	0	-1.7	9	-3
Cc1nn(C)c(C)c1CNC(=O)Nc1cccc(Cl)c1C	-1	6	14	6	2	2	-1.5	3	5
CCOC(=O)c1ccc(S(=O)(=O)NNC(=O)c2cccc(N(C)C)c2)cc1	-1	-15	9	-6	0	11	-0.1	-10	10
Cc1ccc2nc3c(c(C(=O)OC4CCOC4=O)c2c1)CCCC3 (stereo not given)	-3	-3	7	6	-6	6	-3.5	-13	11
Cc1cc(C)cc(C(=O)NCC(=O)OCC(=O)NCc2ccco2)c1	4	10	-3	6	-4	-1	-2.9	-14	-4
Cc1ccc(-c2nc3c(Cl)cc(C(F)(F)F)cn3c2Cc2ccccc2C(F)(F)F)cc1	x	-1	x	18	-1	1	x	-9	-3
N/C(=N\OC(=O)COc1ccccc1Cl)c1ccc(Cl)cc1	-7	-6	-23	-5	-3	-1	1.0	-2	-4
O=C(c1ccccc1)N1CCN(c2ccc(NCc3ccc4c(c3)OCO4)cc2)CC1	-6	-5	1	-8	1	4	0.5	4	2
CCOC(=O)Cc1c(C)nc2c(-c3ccc(Cl)cc3)cnn2c1C	0	1	-1	-5	-5	2	-1.0	12	-1
Cc1cn(C(=O)C(C)N2C(=O)c3ccccc3C2=O)c(C)n1 (stereo not given)	4	0	-8	6	-1	0	-1.4	0	3
COc1ccc2c(c1)c1ncn(Cc3ccccn3)c(=O)c1n2C	7	1	-15	-3	-2	0	-5.4	9	10
O=C(NCCCN1CCOCC1)c1cccc(S(=O)(=O)N2CCOCC2)c1	6	9	-2	13	2	0	0.0	-7	0
O=C(CCCl)N1c2ccccc2C=Cc2ccccc21	11	7	-4	3	-8	0	-2.5	-15	1
O=C(O/N=C1/CCCc2occc21)c1ccc(F)cc1	3	6	-4	3	-8	0	-3.8	-21	-9
COc1ccc(-c2cc3nc(NCc4ccc(N(C)C)cc4)n(C)c(=O)c3s2)cc1OC	-2	-1	-4	-1	0	1	x	-9	8
Cc1cc(C)n(CCC(=O)Nc2ccc(-c3ccno3)cc2)n1	4	-2	-4	-4	-4	1	-1.1	4	3
CCOC(=O)C1CCCN(c2c(NCCc3ccc(S(N)(=O)=O)cc3)c(=O)c2=O)C1 (stereo not given)	4	3	-4	2	0	0	1.1	-17	-4
COCCOC(=O)c1c(C)oc2ccc(NS(=O)(=O)c3cccs3)cc12	3	-2	-5	2	-2	3	2.3	3	7
CC(=O)Nc1ccc(NC2=CC(=O)CC(C)(C)C2)cc1	5	-7	-8	6	-1	0	1.7	13	1
O=C(Cc1cccs1)Nc1nnc(-c2ccc(F)cc2)s1	0	7	9	12	2	1	-1.2	-2	1
O=C(COc1ccccc1)Nc1c(Cl)ccc2nsnc12	7	1	-13	1	-3	3	-0.1	-1	2
CCn1nc(C)c(CNC(=O)c2cc(COc3ccc(C)nc3)on2)c1C	5	-1	2	1	4	7	-1.4	2	2
O=C(NCCc1ccccc1)NC1CCCCC1	9	-3	-10	-4	1	0	-0.2	2	4
Cc1ccc(C(=O)Nc2ccccc2Cl)cc1	10	-4	-4	2	-3	-2	0.1	5	4
COc1ccc(Nc2ccc(S(=O)(=O)N3CCCCC3)cc2[N+](=O)[O-])cc1Cl	-1	-3	-1	3	-2	-1	-1.1	1	-6
CCNC(=O)N(CC)C[C@H]1N[C@@](Cc2ccccc2)(C(=O)OC)[C@H]2C(=O)N(C)C(=O)[C@@H]12	6	5	-8	6	-1	0	1.5	-16	-13
COc1ccc(OC)c(/C=N/Nc2cc(C)nc(N3CCOCC3)n2)c1	1	-7	1	-7	1	6	-2.0	-10	0
Cc1cccc(N2CCN(C(=O)c3ccc(-n4cncn4)c([N+](=O)[O-])c3)CC2)c1C	5	-3	-13	-1	-2	3	0.1	-8	0
COc1cc(/C(C)=N/NC(=O)c2cccc(S(=O)(=O)N3CCCC3)c2)cc(OC)c1OC	0	9	2	5	-4	2	-1.0	-7	-13
COc1cc(/C=C2\SC(=O)N(c3ccccc3Cl)C2=O)cc([N+](=O)[O-])c1O	9	9	-3	7	1	0	-0.7	-2	3
CCCCc1ccc(NC(=O)CSc2nnc(CNC(=O)c3ccco3)o2)cc1	-4	-5	1	-1	2	13	1.0	-3	-5
COc1cc2c(c3oc(=O)cc(CC(=O)O)c13)CCC(C)(C)O2	-7	-5	4	14	-7	-1	-1.9	-10	5
Nc1nc2ccccc2cc1-c1cccs1	-2	-3	-6	1	-4	1	-0.4	-7	7
CCCCCCNC(=O)C(C#N)c1nc2ccccc2nc1N1CCCC1 (stereo not given)	0	4	8	-1	-2	0	182*	-2	-1
CCOC(=O)CN1C(=O)N[C@@H](c2ccccc2)C(C(=O)OC)=C1C	-1	-1	5	4	4	0	-1.1	-8	-2

An excerpt from above with just M4 PAM and M5 ag.
compound	M4 PAM	M5 ag
COc1cc(/C(C)=N/NC(=O)c2cccc(S(=O)(=O)N3CCCC3)c2)cc(OC)c1OC	5	-4
CCOC(=O)CN1C(=O)N[C@@H](c2ccccc2)C(C(=O)OC)=C1C	4	4

(further entries)
SMILES	CHRM1 PAM	CHRM5 PAM	CHRM1 antagonist	M4 PAM	M5 ag	CHRM4 agonist	CRFBP-R2 agonist	M4 antag	CHRM5 antagonist
CC(C)Cn1c(-c2ccco2)n[nH]c1=S	4	0	-2	0	-3	0	-0.6	11	-1
CC(C)CNC(=S)NC(=O)c1ccc(Cl)cc1	4	-1	0	0	-3	-1	-2.9	-1	-4
CCCC1(C)C(C#N)C(=O)NC(=O)C1C#N (stereo not given)	5	4	-7	5	7	1	-0.3	-2	5
COc1c(Cl)cc(-c2noc(C)c2C(=O)NC(C)C)cc1Cl	7	-2	-16	5	-1	1	0.2	-1	2
NC(=O)c1ccccc1OCC(=O)Nc1cccnc1Cl	11	-3	-16	8	1	0	-0.8	-7	-2
O=C(NCC1CCCO1)c1cccc(S(=O)(=O)N(Cc2ccccc2)c2ccccc2)c1 (stereo not given)	9	-4	-5	5	-4	2	-2.9	-24	1
COc1ccccc1/C=N/NC(=O)CCSc1ccccc1	10	-3	-7	-3	-2	0	-1.4	7	-1
CSc1ccc(C(=S)N2CCCC2)cc1	4	-7	-6	-4	0	1	-0.3	-4	2
CCCCNC(=O)CCn1c(=O)c2ccccc2n(Cc2ccccc2C)c1=O	2	-2	-6	-7	0	0	-2.2	10	1
CCOC(=O)CNC(=O)c1c(C)nn(-c2ccccc2)c1Cl	15	4	-5	19	1	0	8.4	2	-7
Cc1cccc(CN2C(=O)/C(=C\c3ccc(C(=O)NCCN4CCOCC4)cc3)Sc3ccccc32)c1	-11	-13	33*	-10	-2	23	2.9	18	31*
O=C(c1cc(F)c(F)c(F)c1F)N1CCN(Cc2ccc3c(c2)OCO3)CC1	-1	-2	-2	-5	-3	1	-1.8	9	0
COc1ccc2nc(-c3ccccn3)ccc2c1	4	-3	-10	-1	0	0	-0.9	1	6
CSCCC(NC(=O)C1CC1)c1nc2ccccc2[nH]1 (stereo not given)	6	-5	-5	1	2	0	3.0	1	-3
COc1ccc(C2(C(=O)Nc3ccccc3)CCOCC2)cc1	-1	-1	4	8	-4	1	1.1	-3	26
O=C(OCc1ccccc1F)c1cc2ccccc2cc1O	4	3	-8	-5	0	0	1.3	-10	7
CCOC(=O)c1cc(S(=O)(=O)N2CCc3ccccc32)cn1C	-21	-6	26	-3	-6	5	0.0	-5	8
O=C(CCNC(=O)c1ccc(Br)cc1)NCc1ccccc1F	12	4	-15	20	1	2	-0.5	-14	1
O=C(OCC(=O)N1CCCCC1)c1ccc(OC(F)(F)F)cc1	6	-5	-9	1	-3	2	-3.7	0	20
O=C(O)CC(NC(=O)C1c2ccccc2Oc2ccccc21)c1ccc(OC2CCCC2)cc1 (stereo not given)	4	10	-1	2	-2	0	-2.1	1	2
CC(=O)N1CCSc2ccc(S(=O)(=O)NCCc3ccc(C)cc3)cc21	-8	-13	13	-9	8	13	0.3	-4	13
Cc1cccc(Nc2nnc(SC/C(O)=C(\C#N)c3nc4ccccc4[nH]3)s2)c1C	-8	-12	16	-17	0	11	2.1	-1	11
NC1=NC[C@H](c2ccccc2)N1CCc1cc(C(F)(F)F)cc(C(F)(F)F)c1	-3	-8	-3	3	-11	0	7.2	-11	6
CCc1ccc(NC(=O)C2CC(=O)N(C(C)C)C2)cc1 (stereo not given)	4	2	-7	1	-6	1	-1.3	6	-5
O=C(c1ccco1)N1CCN(S(=O)(=O)c2ccc3c(c2)CCN3C(=O)C2CCC2)CC1	-7	0	15	1	-9	3	-0.2	0	1
Cc1c(C(c2ccc(N(C)C)cc2)c2c(C)n(C)n(-c3ccccc3)c2=O)c(=O)n(-c2ccccc2)n1C	2	11	-10	13	-8	1	-6.8	-10	-5
CCCc1nnc2c(N(C)S(=O)(=O)c3ccccc3)nc3ccccc3n12	12	3	-6	6	1	1	-7.4	3	-13
Cc1cc(C)nc(N/N=C/c2cn[nH]c2-c2ccccc2)n1	4	-2	-5	0	-1	1	0.3	10	10
CCCCCCCCN1C(=O)[C@H](CC(=O)N2CCOCC2)C[C@@]2(C(=O)OC)CCCCC=C12	x	-3	x	1	1	1	x	-4	3
CCCCCOc1ccc(CSC(=N)N)cc1[N+](=O)[O-]	-18	-10	20	-23	-9	4	3.4	9	9
C[C@@H]1CCC(=O)N(C[C@@H](C)CSc2ccccc2)CC1	6	3	-8	2	-4	1	-0.9	-10	10
COc1ccc(/C=C2\OC(=S)N(C)C2=O)cc1	5	8	-4	1	6	1	-1.8	-1	-5
CCCc1cc(=O)n2[nH]c(NCc3ccc(Cl)cc3Cl)nc2n1	9	2	-7	3	-1	1	-2.4	-2	1
CCOC(=O)[C@]12CCC=C1N(Cc1ccccc1)C(=O)[C@H](CC(=O)NCC13CC4CC(CC(C4)C1)C3)C2	x	-2	x	-6	0	-2	x	5	7
O=C(/C=C/c1ccc(O)c([N+](=O)[O-])c1)c1ccc2ccccc2c1	10	1	-7	2	0	1	-2.9	0	9
O=C(Nc1cccc(-n2cnnn2)c1)C1CCCN(Cc2cccc(C(F)(F)F)c2)C1 (stereo not given)	-8	-11	3	-5	-1	19	1.1	-6	-2

Records listed so far that bear a hit mark in CRFBP-R2 agonist.
SMILES	CHRM1 PAM	CHRM5 PAM	CHRM1 antagonist	M4 PAM	M5 ag	CHRM4 agonist	CRFBP-R2 agonist	M4 antag	CHRM5 antagonist
CCCCCCNC(=O)C(C#N)c1nc2ccccc2nc1N1CCCC1 (stereo not given)	0	4	8	-1	-2	0	182*	-2	-1

Continuation:
SMILES	CHRM1 PAM	CHRM5 PAM	CHRM1 antagonist	M4 PAM	M5 ag	CHRM4 agonist	CRFBP-R2 agonist	M4 antag	CHRM5 antagonist
CC(NC(=O)COC(=O)CCC(=O)c1ccc(Cl)cc1)c1ccccc1 (stereo not given)	1	-1	-6	0	0	3	-3.6	-4	0
Cc1ccccc1-n1nc2c(c1NC(=O)c1cc3ccccc3oc1=O)CS(=O)C2 (stereo not given)	-7	-16	9	4	-3	7	-1.9	-6	-5
CC(=O)c1cccc(S(=O)(=O)N(C)C2CCN(C)CC2)c1	6	5	-1	-1	-7	1	-0.7	-4	3
COc1ccc(CCNC(=O)c2cc(C)oc2C)cc1	2	3	-2	5	-5	1	0.5	-5	-3
O=C(NCc1ccc(Cl)cc1)C1CCN(c2nnc(N3CCCC3=O)s2)CC1	-3	-6	1	3	2	0	-1.8	-9	5
